CSM14.1 death rescue = protection against thapsigargin-triggered cell killing – 384-well, CSM14.1, ATP luminescence, primary screen (AID 1222). CSM14.1 thapsigargin-induced death rescue, ATP luminescence; higher % means a stronger effect. one-dose cellular ATP content (survival), % at 20 µM; EC50 in µM for titrated hits. 190,000 tested, under 10 active;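 active = EC50 below 50 µM in the dose-response confirmation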;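 also: death triggered by thapsigargin at about 15 µM added after 2 h compound pretreatment; cell ATP read after overnight thapsigargin exposure of roughly 18 to 22 hours; normalized against plate controls of thapsigargin alone and 5% DMSO vehicle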
Dynein transport = blocks dynein driven cargo transport along microtubules. 3617.4 mouse cells, GR-EGFP nuclear translocation imaging; test concentration mostly 20 µM; stimulated with dexamethasone, 1 µM; hits give low values. z-score, hits read low. 220,000 compounds, 0.47% hits. AID 1381;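 active = plate z-score of nuclear minus cytoplasmic receptor signal below a set negative limit, without overly bright fluorescence or cell loss, cut at about -3.5 in these data, passing the limit was not always enough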;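 also: z-score of nuclear minus cytoplasmic ring GR-EGFP intensity difference per well; some compounds called inactive have numbers as strong as hits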
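Schedule: 48 h induction, then 1 h compound, then 30 min agonist, 37 °C. Buffer or medium: tetracycline-free induction medium containing charcoal-stripped FBS. Reagent: 1.0 µM final dexamethasone stimulus. Evaluation: nuclear versus cytoplasmic GR-EGFP signal, averaged per well. Signal: high-content fluorescence imaging after fixation.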
Ins promoter up = MIN6 insulin promoter up-regulation; MIN6 insulin promoter-GFP reporter, high-content imaging; hits give high values; z-score at 5 µM; 190,000 compounds, 0.3% hits;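 active = z-score above 3 at 5 µM with at least 500 cells counted in the well; inconclusive = wells under 500 cells, flagged as cytotoxic or low count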
MT stabilize HCS = microtubule stabilization, imaging screen. HeLa tubulin immunostaining HCS, 24 h; share of cells brighter than vehicle mean+2SD. % tubulin-high responders, % at 10 µM. 200,000 compounds, 0.83% hits;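 active = plate Z-score above 3 for both tubulin-high and condensed-nucleus cell shares, with cell loss under 80%, at 10 µM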;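 also: anti alpha tubulin signal scored within the nucleus-defined area of each cell; some results filed as inactive read as strong as hits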
M1AAP inhibition = P. falciparum M1AAP inhibitors, biochemical, fluorogenic H-Leu-NHMec substrate, 1536-well (AID 1445); 220,000 compounds, 0.42% hits; recombinant M1AAP, H-Leu-NHMec fluorogenic kinetic assay; higher % means a stronger effect; inhibition, % at 30 µM, or IC50 in µM where a hit was titrated;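 active = primary inhibition above the hit cutoff, then over 50% inhibition at one or more dose response concentrations, cut at about 23% in these data, passing the limit was not always enough; inconclusive = conflicting primary data, or primary hits not chosen for dose response; inactive = low primary inhibition, or under 50% at every dose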;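 also: plate controls were DMSO full reaction for no effect and no enzyme background for full effect; strong numbers were not always called active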
Autophagy HCS = autophagy modulation, high-content screen; MEF GFP-LC3 puncta imaging; test concentration mostly 10 µM; calls only at 10 µM (by protocol); 190,000 compounds, 0.98% hits; AID 463193;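 active = percentage of spot-positive cells more than 3 SD above its plate mean, without a fluorescence outlier flag or 80% toxicity; inconclusive = no clear call, values can overlap the other calls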;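 also: spot-positive cell cutoff set from DMSO-treated cells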
Yfh1-off respiration = enhancers of respiration in Yfh1-depleted yeast, dose response, Friedreich's ataxia, plus single-dose screen (AID 1465); 220,000 compounds, 0.074% hits; S. cerevisiae Yfh1-off respiration, WST-1 reduction, 72 h; higher fold induction means a stronger effect; fold induction at 50 µM; hits with a dose series show EC50 in µM;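 active = fold induction of absorbance versus untreated yeast above a set limit, then at least 30% activation at any dose in follow-up; inconclusive = repeats straddling the limit, or above it without dose testing; inactive = fold induction below the set limit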;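 also: activators that raise dye reduction in frataxin-depleted yeast; strong numbers were not always called active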
Lipid droplet = hepatic lipid droplet formation modulation. AML12 mouse hepatocytes, oleate lipid droplets, BODIPY imaging. inhibition, % at 6.5 µM. 240,000 compounds, 0.4% hits;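 active = lipid droplet intensity inhibited by at least 50%, with more than 500 cells counted; inconclusive = wells with under 300 cells, treated as cytotoxic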
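Technique: fluorescence imaging, 20x objective, two fields per well / Assay system: AML12 hepatocytes (mouse) / Measure: % inhibition of lipid droplet signal / Doses: 6.5 µM single-point dosing / Incubation: overnight exposure / Reagent: 100 µM oleic acid challenge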
P. falciparum M17LAP = P. falciparum M17LAP inhibitors, primary screen, biochemical, fluorogenic H-Leu-NHMec substrate, 1536-well (AID 1619); recombinant M17LAP, H-Leu-NHMec fluorogenic kinetic assay; higher % means a stronger effect; inhibition, % at 30 µM, or IC50 in µM where a hit was titrated; 220,000 compounds, 0.38% hits;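 active = compound inhibiting the enzyme by more than half at any dose during confirmatory dose-response retesting; inconclusive = strong single-dose inhibitors picked by rank but not retested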;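 also: plate controls were full reaction with DMSO carrier for no effect and no enzyme background for full effect; strong numbers were not always called active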
Dynein transport cytoplasmic EGFP = second read-out of Dynein transport, no call of its own (marks repeat the call); z-score; measured here: cytoplasmic GR-EGFP intensity; hits give high values
Dynein transport nuclear GR-EGFP = further read-out of Dynein transport, marked with its call; z-score; measured here: nuclear GR-EGFP intensity;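 lower value marks the stronger effect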
Dynein transport cell count = second read-out of Dynein transport, no call of its own (marks repeat the call); z-score; measured here: cell count per field
Ins promoter up cell count = further read-out of Ins promoter up, marked with its call; cell count; measured here: cytotoxicity, nuclei count;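 total cells summed across four imaged fields per well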
Lipid droplet cells 6.5 µM = also measured in Lipid droplet; calls as there; cell count; measured here: cell count, cytotoxicity flag;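 cells counted across two imaged fields per well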
MT stabilize HCS Hoechst-high % = also measured in MT stabilize HCS; calls as there; % Hoechst-high responders; measured here: nuclear condensation Hoechst responders;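 share of cells brighter than vehicle mean plus two SD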
MT stabilize HCS cytotoxicity % = second read-out of MT stabilize HCS, no call of its own (marks repeat the call); toxicity, %; measured here: cytotoxicity by cell density;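 0% = mean cell density of plate MIN control wells and 100% = no cells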
Autophagy HCS cell loss 18 h = also measured in Autophagy HCS; calls as there; toxicity, %; measured here: cell loss, nuclei count;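 cell loss after 18 h compound exposure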
* hit, by the source's call; i = inactive; ? = inconclusive; / = no result given; + = active, no number.

SMILES	CSM14.1 death rescue	Dynein transport	Dynein transport cytoplasmic EGFP	Dynein transport nuclear GR-EGFP	Dynein transport cell count	Ins promoter up	Ins promoter up cell count	MT stabilize HCS	MT stabilize HCS Hoechst-high %	MT stabilize HCS cytotoxicity %	M1AAP inhibition	Autophagy HCS	Autophagy HCS cell loss 18 h	Yfh1-off respiration	Lipid droplet	Lipid droplet cells 6.5 µM	P. falciparum M17LAP
c1ccc(-c2nnc(CN3CCC4(CC3)OCCO4)o2)cc1	/	-0.63	-0.25	-0.53	1.2	-0.18	1197	4.4	1.8	6.4	-2%	i	-13	i	-10	678	0%
COC(=O)c1ccc(C)c(NS(=O)(=O)c2ccc(OC)cc2)c1	-3.5%	-0.014	-0.00077	0.32	0.14	-1.5	713	24*	39*	60*	12%	+	68*	i	?	/	3%
CCC(=O)Nc1ccc(Cl)c(NC(=S)NC(C)=O)c1	2.0%	0.026	-0.29	0.29	-0.13	0.32	1544	4.0	2.6	6.9	-1%	i	-10	i	-5	706	0%
CC(=O)Nc1ccc(NC(=O)CN(c2cc(Cl)ccc2Cl)S(C)(=O)=O)cc1	-2.4%	0.88	-0.17	0.77	0.52	0.07	1583	2.3	3.0	7.1	-2%	i	18	i	-5	679	-2%
Cc1cccc(NC(=O)c2sc(-c3ccccc3)nc2-c2ccc([N+](=O)[O-])cc2)c1	-2.3%	0.42	-0.3	-0.21	-0.076	-0.08	1113	2.1	5.3	9.4	14%	i	-8	i	-16	523	19%
COc1cc(/C=N/NC(=O)C2COc3ccccc3O2)cc(OC)c1OC (centres undefined)	-2.6%	-0.48	-0.2	0.28	0.28	0.45	1255	5.3	2.5	12	2%	i	24	i	14	762	-10%
CC(C)(C)c1[nH]nc2c1C(c1ccccc1OC(=O)N1CCOCC1)C(C#N)=C(N)O2 (centres undefined)	-1.2%	-0.22	0.039	0.25	0.63	/	/	4.9	1.6	2.2	5%	i	23	i	/	/	1%
O=C1c2cccnc2C(O)N1Cc1ccccc1 (centres undefined)	-1.5%	-0.41	-0.16	-0.21	1.1	0.09	1925	3.3	3.4	9.8	4%	i	-9	i	12	542	-9%
COc1cccc(/C=N/NC(=O)c2cccs2)c1	/	-0.27	-0.2	0.23	0.17	0.08	1024	/	/	/	1%	/	/	i	-16	746	-2%
COc1ccc(CCC(=O)N/N=C\c2cccs2)cc1	-0.4%	-0.59	-0.24	-0.15	0.72	0.35	1242	1.5	1.5	2.0	1%	i	2	i	0	733	6%
Cc1ccccc1C(=O)OC(C)CN1CCN(C)CC1 (centres undefined)	-0.1%	-0.53	-0.27	-0.31	0.21	0.25	1270	1.8	1.8	6.2	6%	i	15	i	15	732	2%
Cc1ccc(S(=O)(=O)c2c(N)n(NC(=O)C3CC3)c3nc4ccccc4nc23)cc1	-2.2%	-0.047	-0.11	0.59	-0.68	0.67	1101	5.9	2.5	7.1	-1%	i	-15	i	/	/	-219%
O=C(CCn1c(=S)oc2ccccc21)Nc1ccc(F)cc1	1.5%	0.051	-0.17	-0.29	0.76	0.06	1276	1.7	1.3	8.3	1%	i	6	i	27	695	15%
CCCC(=O)Nc1ccc(N2CCN(C(=O)c3cccs3)CC2)cc1	2.8%	-0.24	-0.36	-0.32	0.91	-0.89	898	4.8	1.6	0.7	0%	i	16	i	-3	717	5%
COC(=O)n1c(=O)oc2ccccc21	0.3%	-0.21	-0.27	0.21	-0.27	0.96	1153	5.9	2.8	4.1	7%	i	11	i	/	/	8%
Cc1cc2c(nn1)CCC/C2=N\O	/	0.86	-0.26	0.58	0.32	-0.11	1255	4.6	1.0	1.9	0%	i	-1	i	16	622	-2%
CCC(C)(C)NC(=O)CN(C(=O)c1csnn1)c1cccc2c1CCCC2	0.7%	-0.68	-0.27	-0.29	0.63	0.34	1180	1.1	2.1	7.6	3%	i	19	i	3	784	-3%
Cc1ccc(C(=O)OCC(=O)Nc2cc(S(=O)(=O)N3CCOCC3)ccc2C)cc1	-0.3%	-0.23	-0.35	0.15	1.6	-0.68	1287	7.0	1.4	8.7	-1%	i	18	i	6	652	1%
NC(=O)Cc1ccc(C(=O)c2ccc(Cl)cc2)s1	-13%	1.3	-0.19	0.56	-0.23	-0.74	1378	2.8	2.8	13	5%	i	6	i	9	692	-2%
CCCCCC(=O)Nc1nc(C)c(-c2csc(Nc3cc(OC)ccc3OC)n2)s1	0.2%	1	-0.24	0.77	0.11	-2.3	1201	11	3.5	2.9	4%	i	-25	i	/	/	6%
Cc1cc(C)nc(NC(=O)c2ccc(Cl)cc2)n1	0.2%	0.3	-0.33	0.16	0.089	0.21	1174	1.7	3.2	7.9	-6%	i	-6	i	-1	734	4%
CC(=O)NC(C)c1ccc(Cl)c(Cl)c1 (centres undefined)	3.4%	0.65	1.5	0.51	-1.1	-0.04	971	4.4	1.5	12	-4%	i	5	i	/	/	2%
Cc1ccc(-c2n[nH]c(S(C)(=O)=O)c2C#N)cc1	/	0.62	-0.24	0.084	-0.39	0	1412	/	/	/	-2%	/	/	i	4	709	-3%
COc1ccc2nc(NC(=O)Cc3ccc(OC)c(S(=O)(=O)N4CCOCC4)c3)sc2c1	-0.8%	-0.1	-0.22	0.11	0.29	-1.4	626	1.5	1.3	2.7	1%	i	-15	i	3	748	6%
O=C(NCc1ccc(F)cc1)c1c2c(nc3ccccc13)CCC2	-1.7%	-0.88	-0.32	-0.23	1.3	0.19	1416	5.2	3.1	7.1	10%	i	-7	i	-17	652	-5%
CC(C)N(CCC#N)C(=O)Nc1ccc2c(c1)CCO2	/	-0.99	-0.27	-0.69	0.89	0.04	1387	/	/	/	-1%	/	/	i	2	707	-4%
COCCN(C(=O)CCC(=O)Nc1ccccn1)C(C(=O)NCCC(C)C)c1ccc(OC)cc1 (centres undefined)	0.0%	-0.25	-0.2	0.13	0.38	/	/	5.6	3.1	9.3	1%	i	0	i	/	/	15%
O=[N+]([O-])c1cccc(C2Nc3cccc4cccc(c34)N2)c1	-0.5%	-0.56	-0.21	-0.28	0.56	-0.09	1553	2.9	1.4	11	1%	i	25	i	-6	633	1%
O=C(CSc1nnc(-c2ccco2)n1CC1CCCO1)NC1CCCC1 (centres undefined)	-1.7%	0.22	-0.26	0.46	-0.15	0.01	1699	2.2	1.5	2.8	-2%	i	-1	i	9	695	1%
Cc1ccc(NC(=O)c2ccc(S(=O)(=O)N3CCC(C)CC3)cc2)cc1	5.7%	0.45	0.15	0.67	-1.2	0.57	886	2.4	1.7	7.9	5%	i	-5	i	4	788	-1%
CCOc1ccc(-n2nc3c(=O)n(CCN4CCCCC4)nc(C)c3c2C)cc1	-4.2%	-0.18	-0.32	-0.32	0.57	0.05	1175	2.3	3.8	4.3	0%	i	-2	i	-1	760	11%
COc1ccc(C(C(=O)NC2CCCCC2)N(C(=O)c2cccs2)c2ccc3c(c2)OCO3)cc1 (centres undefined)	0.2%	0.12	-0.13	-0.19	0.57	1	1545	2.9	0.9	5.7	-3%	i	-1	i	/	/	-12%
COC(=O)c1c(C)n(-c2ccc(C)cc2)c2ccc(O)cc12	-1.0%	0.73	-0.086	0.35	-0.87	/	/	2.4	2.1	5.4	1%	i	9	i	14	814	18%
O=C(O)C1=C[C@@H](c2ccc(F)cc2)C[C@@H](OCCCCO)O1	/	0.35	-0.73	0.24	-0.066	0.62	980	/	/	/	-3%	/	/	i	16	710	2%
COc1ccccc1C(=O)NNC(=O)c1ccc(NC(=O)C(C)C)cc1	-1.1%	-0.04	-0.24	0.66	-1	0.11	1504	2.6	2.4	0.1	4%	i	-3	i	4	640	7%
CCOc1c(Cl)cc(C(=O)Nc2ccccc2-c2ccccc2)cc1Cl	-0.9%	-0.3	-0.18	0.25	1	-0.85	1588	3.4	1.7	6.9	9%	i	-17	/	/	/	3%
COC(=O)NCCOc1cc(C)ccc1C	-2.9%	-0.057	-0.24	-0.0059	0.46	0.13	1269	3.9	2.6	3.9	2%	i	2	i	10	694	-4%
O=C(COC(=O)c1cccs1)c1ccc2c(c1)OCCO2	-3.1%	-0.73	-0.3	-0.086	0.051	0.94	699	1.4	1.1	7.2	4%	i	-9	i	6	775	-6%
O=C(COC(=O)CNC(=O)C1CCCCC1)Nc1ccc(Cl)cc1F	-0.6%	-1.5	-0.32	-0.75	2.7	-1.1	1420	4.1	0.9	11	5%	i	-1	i	21	693	-1%
COc1ccc(/C=N/Nc2ccc(C(=O)O)cc2)cc1OC	/	-0.27	-0.26	-0.2	0.54	-0.58	1065	/	/	/	8%	/	/	i	1	728	26%

Screens as filed in PubChem BioAssay.
